# GAA inh: qHTS Assay for Inhibitors of Human alpha-Glucosidase as a Potential Chaperone Treatment of Pompe Disease; purified human GAA, 4-MU-alpha-glucoside fluorescence; Potency, µM (doses to about 76.9 µM), without a hit: at the highest dose activity change, negative = inhibition, actives largely listed as inhibitors; 200,000 tested, 0.005% active;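 also: plate controls were uninhibited enzyme wells for no effect and no-enzyme background for full effect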
#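 Read-out is 4-methylumbelliferone fluorescence (Ex 365/Em 440 nm) after NaOH/glycine stop at pH 10. Enzyme 4 nM, substrate 400 uM, pH 5.0 citrate buffer, 20 min room temperature; AC50 from Hill-equation concentration-response.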
# IMPase Li inh: qHTS Assay for Identifying the Cell-Membrane Permeable IMPase Inhibitors: Potentiation with Lithium. CHO-M1 cells, IP1 TR-FRET (IP-One), carbachol + lithium. Potency, µM (series often up to 59.4 µM), for inactives: at the top dose activity, negative = IMPase inhibition, hits mostly inhibitors. 210,000 tested, 0.35% active. AID 1457, 2008;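 also: IP1 builds up when IMPase is blocked and the TR-FRET signal falls; plate controls were basal vehicle for no effect and high inhibitor control for full effect; nearly all actives have a fitted effect of over 50% in size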
#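 IP1 accumulation measured by competitive TR-FRET in lysed CHO-M1 cells after 30 min compound exposure at 37C, with a small lithium addition to potentiate weak responses. Hill-equation AC50 from ratio and donor-channel data.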
# GAA spleen mod: qHTS Assay for Inhibitors and Activators of Human alpha-Glucosidase From Spleen Homogenate; AID 2112, 2009; Potency, µM (titrated, usually from 79.9 µM), for the others: at the highest dose activity change, negative = inhibition, usual class: inhibitors; Lysosomal alpha-glucosidase (Homo sapiens), P10253; human spleen homogenate, 4-MU-alpha-glucoside fluorescence; 240,000 tested, 0.006% active;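 also: 0% = enzyme with vehicle and -100% = no enzyme basal signal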
#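 Human spleen homogenate (1 ug) with 4-methylumbelliferyl-alpha-D-glucopyranoside (1 mM final) in 50 mM citrate/phosphate pH 5.0, 0.01% Tween-20; 40 min at 37 C. Stopped at pH 10; 4-MU fluorescence Ex 365/Em 440 nm; AC50 by Hill fit.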
# GoLoco inh red: qHTS Assay for Inhibitors of RGS12 GoLoco Motif Activity (Red Fluorophore); AID 880, 2007; Potency, µM (series often up to 61.6 µM), for the others: at the highest dose activity, negative = inhibition, hits mostly inhibitors; 230,000 tested, 0.44% active; Gai1:RGS12 GoLoco peptide FP, rhodamine, 10 min; active = well fitted inhibition curve with a large enough effect, not every such curve was filed as active; inactive = no such curve, though single readings can be large or run the other way; also: % is scaled to controls: 0 for no effect and ±100 for the full control effect; nearly all actives have a fitted effect of over 30% in size; many of its hits are not listed in these tables
# Target sequence (P63096 whole entry, looked up): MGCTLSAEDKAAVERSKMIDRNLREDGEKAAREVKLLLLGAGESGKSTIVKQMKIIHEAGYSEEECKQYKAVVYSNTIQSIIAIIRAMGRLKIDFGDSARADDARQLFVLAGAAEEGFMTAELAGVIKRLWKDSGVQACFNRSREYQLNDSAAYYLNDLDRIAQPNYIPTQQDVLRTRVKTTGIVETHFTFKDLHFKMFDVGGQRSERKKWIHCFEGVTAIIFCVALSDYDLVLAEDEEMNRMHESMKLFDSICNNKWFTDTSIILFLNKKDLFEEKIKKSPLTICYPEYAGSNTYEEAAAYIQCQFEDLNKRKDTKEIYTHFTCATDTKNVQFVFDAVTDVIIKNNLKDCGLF
# HTT cytoprotect: qHTS Multiplex Assay to Identify Dual Action Probes in a Cell Model of Huntington: Cytoprotection (ATP). PC12 HTT-Q103 induced, cytoprotection, ATP luminescence, 40 h. Potency, µM (top dose mostly 56.4 µM), for inactives: cytoprotection (ATP increase), hits mostly activators. 230,000 tested, 0.14% active;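 also: % of control where 0% means no effect; nearly all actives have a fitted effect of over 45% in size; toxic huntingtin expression switched on by the ecdysone agonist tebufenozide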
#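 Rat PC12, Q103 Htt exon1-GFP fusion, ecdysone promoter; tebufenozide inducer 100 nM final; compound titration; qHTS, 1500 cells/well; ATPlite luminescent read.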
# HttQ103 aggreg: qHTS Multiplex Assay to Identify Dual Action Probes in a Cell Model of Huntington: Aggregate Formation (GFP); PC12 HttQ103-GFP aggregates, Acumen cytometry, 40 h; Potency, µM (highest dose often 46.1 µM), without a hit: at the top dose activity change, negative = inhibition, most hits filed as inhibitors; 220,000 tested, 1.1% active; AID 1688, 2009; also: % is scaled to controls: 0 for no effect and ±100 for the full control effect; nearly all actives have a fitted effect of over 60% in size
#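 Read-out: GFP aggregate count by laser scanning cytometer (488 nm excitation, 500-530 nm emission, 1–25 µm objects >6 SD above background). Cells: PC12, inducible HTTex1-Q103-GFP, 100 nM tebufenozide; compounds titrated.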
# GAA glycogen mod: qHTS Assay for Inhibitors and Activators of Human alpha-Glucosidase Cleavage of Glycogen; recombinant GAA, glycogen substrate, Amplex Red glucose oxidase fluorescence; Potency, µM (top dose mostly 76.4 µM), for the others: at the top dose activity change, negative = inhibition, actives largely listed as inhibitors; 300,000 tested, 0.38% active; AID 2100, 2009;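 also: 0% = full enzyme reaction and -100% = no-enzyme basal signal; the screen sought inhibitors and activators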
#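 Recombinant enzyme (4 nM final) with compounds titrated up to 77 uM and bovine liver glycogen (30 ug) in citrate pH 5.0, 0.01% Tween-20, 37 C 40 min. Released glucose detected by Amplex Red/glucose oxidase (Ex 573/Em 610); AC50 from Hill fits.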
# * = called active by the depositor; ? = inconclusive; . = not tested or not shown; & = joins results of further samples; [ ] = dose if it differs, or a comment. Unless noted, calls follow the shape of the dose curve; as a rule, active = well fitted curve in the direction sought with a large enough effect; inconclusive = small, poorly fitted or top-dose-only effect, or another doubt; inactive = no such curve, though single readings can be large; an effect the other way counts as inactive or inconclusive. Potency is read from the fitted curve at half-maximal effect. This is a subset, so the mix of outcomes need not match the whole.
Structure	GAA inh	IMPase Li inh	GAA spleen mod	GoLoco inh red	HTT cytoprotect	HttQ103 aggreg	GAA glycogen mod
CCCn1c(=S)[nH]c2cc(C(=O)N3CCCC(C(=O)OCC)C3)ccc2c1=O (stereo not drawn)	8%	5%[38.3 µM]	-9%	8%	8%	-9%	-4%
O=C(Cn1cnc2c(oc3ccccc32)c1=O)NCc1ccco1	-10%	-2%[38.3 µM]	0%	2%	-6%[0.074 µM]	6%	0%
COc1ccc(CCCC(=O)N/N=C\c2cccs2)cc1	2%	-2%	-10%	1%	-26%	0%	3%
O=C(NCCN1CCOCC1)c1ccc2c(c1)ncn2C1CCCC1	-2%	-6%	-3%	4%	-9%	5%	8%
Cc1cccc(N(CC(=O)NCc2ccccc2)C(=O)Cn2nnc(-c3ccc(C)o3)n2)c1	-16%	4%[38.3 µM]	0%	-6%	9%[10 µM]	-3%	4%
Cn1cc(S(=O)(=O)NCc2cccs2)c(=O)n(C)c1=O	-7%[15.4 µM]	0%[38.3 µM]	6%	-2%	-28%	-10%	-1%
CCCOc1ccc2c3c(c(=O)oc2c1)CCCC3	-3%	23%[38.3 µM]	-8%	9%	-1%[0.074 µM]	-5%	-6%
CC(=O)c1c(C)oc2ccc(NS(=O)(=O)c3ccc(O)c(C(=O)O)c3)cc12	-1%	4%	2%	4%	5%[0.074 µM]	2%	-4%
CCC/C=C(\CCC)C(NC(=O)CCc1ccccc1)c1ccc(C(F)(F)F)cc1 (stereo not drawn)	.	19%	1%	-4%	-56%[inhibitor]	.	.
CC(C)CCSc1cc(NCCO)c([N+](=O)[O-])c2nonc12	-8%	0%	-10%	-4%	-2%[10 µM]	-32%	4%
S=C(NNc1cccc(Cl)c1)NC1CCCCC1	-11%	-2%	1%	14%	0%	-7%	-7%
COc1ccc(CCNC(=O)Cn2c([N+](=O)[O-])cnc2C)cc1OC	13%	3%	-1%	9%	35%[10 µM]	24%[9.22 µM]	-4%
CCOC(=O)c1c(NC(=O)Cn2cnc([N+](=O)[O-])n2)sc2c1CCC(C)C2 (stereo not drawn)	2%	4%[38.3 µM]	-17%	6%	2%	4%	2%
CC1CCCN(C(=O)Cn2c(-c3nonc3N)nc3ccccc32)C1 (stereo not drawn)	-3%	10%[38.3 µM]	-6%	5%	-38%	8%	4%
CC(C)(C)OC(=O)N1CCC(c2cc(=O)n3[nH]cc(C(=O)NC4CCCC4)c3n2)CC1	-4%	-10%[38.3 µM]	-5%	-2%	-10%	10%	5%
COC(=O)c1c(S(N)(=O)=O)c2ccccc2n1C	-5%	-9%[38.3 µM]	0%	0%	-6%	-12%	14%
CCOC(=O)c1c(C#N)cnn1-c1ccc(C)cc1	4%	-4%[38.3 µM]	0%	-2%	1%[10 µM]	26%	-6%
COC(=O)c1c(NC(=O)CN2C(=O)C(=O)N(CC(C)C)C2=O)sc2c1CCCCC2	-3%	-2%	-19%	13%	-11%[10 µM]	-4%	-1%
COc1ccc(-n2c(=S)[nH]c3cc(C(=O)NCc4ccco4)ccc3c2=O)cc1OC	4%&-6%	-17%[38.3 µM]	-2%&-3%	7%&16%	-21%&-22%	8%&-21%	4%&-7%
COc1ccc(C2/C=C\CN(S(=O)(=O)c3cccs3)CC(=O)N2Cc2ccc(F)cc2)cc1 (stereo not drawn)	.	.	-5%&-1%	-4%	-13%[10 µM]	?	-8%

# Of the compounds above, these have two or more sulfur atoms.
Structure	GAA inh	IMPase Li inh	GAA spleen mod	GoLoco inh red	HTT cytoprotect	HttQ103 aggreg	GAA glycogen mod
Cn1cc(S(=O)(=O)NCc2cccs2)c(=O)n(C)c1=O	-7%[15.4 µM]	0%[38.3 µM]	6%	-2%	-28%	-10%	-1%
COc1ccc(C2/C=C\CN(S(=O)(=O)c3cccs3)CC(=O)N2Cc2ccc(F)cc2)cc1 (stereo not drawn)	.	.	-5%&-1%	-4%	-13%[10 µM]	?	-8%

# New compounds follow:
Structure	GAA inh	IMPase Li inh	GAA spleen mod	GoLoco inh red	HTT cytoprotect	HttQ103 aggreg	GAA glycogen mod
COc1cc(C(=O)NS(=O)(=O)c2ccccc2C)ccc1Cc1cn(C)c2ccc(NC(=O)OC3CCCC3)cc12	-3%[15.4 µM]	.	7%	5%&11%	79%	8%	-6%
CC(C)N=c1scc(-c2cccs2)n1/N=C/c1ccc(O)c(O)c1O	-7%	12%	-12%	9%	-19%[10 µM]	?	?
Cc1nn2c(-n3ccnc3C)c3c(nc2c1-c1ccccc1)CCC3	4%	22%[38.3 µM]	1%	16%	-5%[10 µM]	7%	2%
Cc1cc(C)nc(NNC2=CC(=[N+]3CCCC3)CCC2)n1	-1%	6%	4%	-25%	-21%	2%	2.2µM*
O=C1c2cccnc2C(=O)N1Cc1ccc(Cl)cc1	-5%	8%[38.3 µM]	4%	10%	13%	11%	5%
CN(Cc1ccccc1)CC(O)COc1ccc(CNCCCOc2cccnc2)cc1 (stereo not drawn)	-2%	28%	-3%	8%	-9%[10 µM]	1%[9.22 µM]	-7%
O=C(COC(=O)c1cccnc1Cl)c1ccc2c(c1)OCCO2	?	11%	0%	-10%	6%	4%	8%
Fc1ccccc1-c1nc(NCc2ccccc2)c2ccccc2n1	.	.	-17%	10%	15%[10 µM]	12%[9.22 µM]	-12%
C/C=C/c1ccc(OCCOc2cc(C=O)ccc2OC)c(OC)c1	-2%	5%	-5%	2%	.	?	2%
Cc1ccc(C2(c3ccc(C)cc3)CC2C(=O)Nc2ccc([N+](=O)[O-])cc2O)cc1 (stereo not drawn)	-3%	26%[38.3 µM]	-4%	3%	-68%	7.1µM*	-6%
CCOc1ccc(C(=O)N2CCSC2=S)cc1	3%	14%	-6%	10%	6%[1.9 µM]	-10%	2%
COC(=O)c1c(C(=O)OC)c2n(c1C)CCC2	-3%	-12%[38.3 µM]	-5%	-21%	9%	7%	-11%
Cc1ccc(/C=C2\SC(=S)N(c3c(C)n(C)n(-c4ccccc4)c3=O)C2=O)cc1	-2%	1%[38.3 µM]	-12%	2%	-15%	-1%	0%
COc1ccc2c(COC(=O)CCS(=O)(=O)c3ccccc3)cc(=O)oc2c1	8%	3%	-2%	-2%	20%[10 µM]	24%	-8%
CCNc1ncc2nc(C)c(=O)n(CCc3ccccc3)c2n1	.	19%	-6%	22%	-49%[inhibitor]	.	.
CCCCCC(=O)Nc1ccc(-c2csc(C)n2)cc1	7%	6%	-7%	17%	10%[0.074 µM]	-2%	1%
C=CCSc1ncccc1C(=O)NCc1ccccc1	-5%	-5%[38.3 µM]	-5%	12%	-27%[0.074 µM]	-7%	-10%
Cc1ccc(S(=O)(=O)NC(C)C(=O)Nc2ccccc2C(=O)N2CCCC2)cc1 (stereo not drawn)	-9%	.	-1%	.	-5%[10 µM]	8%	-10%
O=C1C=CC2C(c3ccc4c(c3)OCO4)CC1N2Cc1ccccc1 (stereo not drawn)	2%	7%	3%	-1%	13%[10 µM]	?	2%
CC(C)(/C=N/NC(=O)CSCc1ccccc1Cl)CCC#N	?	-2%	7%	-7%	13%[10 µM]	-4%	-19%
CN(C)c1cc(-c2cccc([N+](=O)[O-])c2)oc(=O)c1Cl	.	.	-5%	8%	3%[10 µM]	-27%[9.22 µM]	-2%
O=C(Nc1cc2cccc([N+](=O)[O-])c2oc1=O)c1cccs1	3%	-1%	6%	3%	-10%	15%	0%
COC(=O)CCN(C(=O)c1cc([N+](=O)[O-])cc([N+](=O)[O-])c1)c1ccccn1	-1%	1%	2%	1%	-21%	12%	5%
O=C(NCCCN1CCN(CCCNC(=O)c2ccc3c(c2)OCO3)CC1)c1ccc2c(c1)OCO2	5%	38%[38.3 µM]	0%	2%	-12%[0.074 µM]	11%	0%
COCCN1Cc2cccc(C(=O)Nc3cc(C)cc(C)c3)c2C1=O	5%	0%[38.3 µM]	6%	-1%	-18%	-5%	-2%
c1ccc2c(c1)[nH]c1c3ccccc3sc21	-6%	.	-10%	-4%	-12%[10 µM]	-22%[9.22 µM]	-12%
Cc1cc(C)c(NC(=O)CSc2nnc(-c3ccco3)n2N)c(C)c1	-8%	32%[activator][38.3 µM]	6%	10%	14%	-11%	-3%
CN(Cc1ccco1)c1ncnc2ccc(-c3cccc(C#N)c3)cc12	.	16%	7%	3%	-3%	.	.
CC1CCN(Cc2c(O)ccc3c(=O)c(-c4nc5ccccc5s4)c(N)oc23)CC1	-5%	-4%	2%	14%	-11%[10 µM]	22%	-3%
CSc1nccc(-c2cc(Cl)sc2Cl)n1	-2%	-9%[38.3 µM]	6%	8%	-7%	-10%	0%
COc1ccc(-c2csc(NC(=O)CCS(=O)(=O)c3ccccc3)n2)c(OC)c1	.	.	-4%	10%	-12%[10 µM]	-22%[9.22 µM]	0%
CCOc1ccc2nc(N3CCC(C(=O)Nc4nnc(CC)s4)CC3)sc2c1	-10%	24%[38.3 µM]	-9%	-9%	-2%	-2%	-3%
COc1ccc(O[C@H]2C=C[C@@H](c3ccccc3)O[C@@H]2CO/N=C/C[C@@H]2C=C[C@H](OC(C)=O)[C@@H](COC(C)=O)O2)cc1	0%[15.4 µM]	20%	1%	32%[activator]	.	-4%	-10%
N/C(=N\OC(=O)Cc1ccccc1)c1ccncc1	-4%	5%	-6%	0%	-8%[10 µM]	-13%[9.22 µM]	-15%
N/C(=N\OC(=O)COc1ccc(Br)cc1Cl)c1cccnc1	1%	9%	8%	16%	1%[0.074 µM]	-6%	-3%
CCOc1ccc(N2C(=O)C(=O)/C(=C(/O)c3ccccc3)C2c2ccccc2[N+](=O)[O-])cc1 (stereo not drawn)	.	.	-1%	3%	8%[10 µM]	14%[9.22 µM]	0%
COc1ccccc1N1CCN(C(=O)C(=O)N/N=C/c2ccccc2F)CC1	-5%	-2%	-1%	7%	.	-9%	11%
Cc1ccc(Cc2cnc(N3C(=N)SC(c4ccccc4)C3=O)s2)cc1 (stereo not drawn)	4%	.	-8%	.	22%[10 µM]	?	3%
Cc1ccc(S(=O)(=O)C2(C(=O)N3CCN(C4CCCCC4)CC3)CC2)cc1	0%	0%	-5%	2%	-7%[10 µM]	27%	6%
